Source: PubChem BioAssay (National Center for Advancing Translational Sciences (NCATS))
MCF10A rerep – induces DNA re-replication in MCF 10a normal breast cells | MCF 10A DNA re-replication, Hoechst nuclear intensity, 48 h | Potency, µM (highest dose often 46.1 µM), for inactives: top-dose activity, positive = re-replication, most hits filed as activators | actives 2.9% (n = 350,000); further: potency means the concentration at half of the fitted maximal effect; % of control where 0% means no effect; nearly all actives have a fitted effect of over 50% in size
IL-1B inflam inh – inflammasome signaling inhibition, IL-1 beta readout. THP-1 LPS/ATP IL-1B secretion, AlphaLISA, 16 h; stronger effect = lower value. actives 4.7% (n = 360,000). activity change, % at 57.5 µM; in the data active means activity change below about -50%; inconclusive means mostly about -30% to -49%; further: on the % scale 0 is the no-effect control and ±100 the full control effect
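THP-1 cells pretreated 1 hr with compounds (up to 57.5 uM final), then stimulated with LPS (250 ng/mL final) plus ATP (1.25 mM final); secreted IL-1B measured by AlphaLISA after 16 hr, decreased signal indicating inhibition.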
KB-V1 MDR tox – kills drug-selected multidrug resistant KB-V1 cells; actives 3.4% (n = 400,000); KB-V1 MDR cells viability, CellTiter-Glo, 72 h; AID 1347076; Potency, µM (doses to about 46.1 µM), without a hit: at the top dose activity change, negative = cytotoxicity, most hits filed as cytotoxic; further: potency means the concentration at half of the fitted maximal effect; on the % scale 0 is the no-effect control and ±100 the full control effect; nearly all actives have a fitted effect of over 60% in size
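Readout: CellTiter-Glo luminescence, 10 min after addition. Cells: KB-V1 MDR subline, 72 h at 37 degrees C with compound. Analysis: corrected, normalized data fitted to concentration-effect curves.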
HT1080 IDH1KD tx – toxicity to HT-1080 IDH1 knockdown cells (counter line); HT-1080 IDH1 knockdown viability, ATP luminescence, 48 h; actives 2% (n = 360,000); Potency, µM (top dose mostly 46.1 µM), for inactives: at the highest dose activity, negative = toxicity, most hits filed as cytotoxic; AID 686971;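 further: potency means the concentration at half of the fitted maximal effect; 0% = DMSO wells and -100% = cell-free medium wells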
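After a 2 h attachment period, IDH1KD HT-1080 cells took pin-transferred compound for 48 h at 37 °C; ATP-based luminescence after 10 min room-temperature reagent incubation reported viability.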
HT1080-NT tox – kills 2HG-producing HT-1080-NT fibrosarcoma cells; HT-1080-NT fibrosarcoma viability, CellTiter-Glo ATP luminescence, 48 h; Potency, µM (series often up to 46.1 µM), for the others: at the highest dose activity, negative = less viability, actives largely listed as cytotoxic; actives 1.6% (n = 360,000);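 further: NT is the 2HG producing partner of a matched IDH1 knockdown line; potency means the concentration at half of the fitted maximal effect; 0% = DMSO-treated cells and -100% = media-only wells without cells; nearly all actives have a fitted effect of over 55% in size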
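Viability by CellTiter-Glo luminescence after 48 h compound exposure at 37C of HT-1080-NT cells (750/well, RPMI, 5% FBS). % activity scaled between DMSO wells and medium-only wells, then curve-fitted and categorized by curve class.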
SW480 rerep – DNA re-replication induction in SW480 cells; SW480 DNA re-replication, Hoechst DNA content imaging, 48 h; actives 1.8% (n = 340,000); Potency, µM (series often up to 46.1 µM), inactives show at the top dose re-replication activation, most hits filed as activators; further: potency means the concentration at half of the fitted maximal effect; % of control where 0% means no effect; nearly all actives have a fitted effect of over 55% in size
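DNA re-replication was detected as more nuclei of elevated Hoechst intensity after 48 hr exposure to compound (23 nL pinned per well of 250 cells).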
WRN helicase inh – blocks human WRN helicase; Q14191; WRN helicase unwinding, fluorescent forked duplex, kinetic; Potency, µM (top dose mostly 114 µM), for inactives: at the highest dose activity change, negative = inhibition, usual class: inhibitors; actives 0.46% (n = 360,000); further: potency means the concentration at half of the fitted maximal effect; on the % scale 0 is the no-effect control and ±100 the full control effect; nearly all actives have a fitted effect of over 55% in size
Target sequence (Q14191 whole entry, looked up): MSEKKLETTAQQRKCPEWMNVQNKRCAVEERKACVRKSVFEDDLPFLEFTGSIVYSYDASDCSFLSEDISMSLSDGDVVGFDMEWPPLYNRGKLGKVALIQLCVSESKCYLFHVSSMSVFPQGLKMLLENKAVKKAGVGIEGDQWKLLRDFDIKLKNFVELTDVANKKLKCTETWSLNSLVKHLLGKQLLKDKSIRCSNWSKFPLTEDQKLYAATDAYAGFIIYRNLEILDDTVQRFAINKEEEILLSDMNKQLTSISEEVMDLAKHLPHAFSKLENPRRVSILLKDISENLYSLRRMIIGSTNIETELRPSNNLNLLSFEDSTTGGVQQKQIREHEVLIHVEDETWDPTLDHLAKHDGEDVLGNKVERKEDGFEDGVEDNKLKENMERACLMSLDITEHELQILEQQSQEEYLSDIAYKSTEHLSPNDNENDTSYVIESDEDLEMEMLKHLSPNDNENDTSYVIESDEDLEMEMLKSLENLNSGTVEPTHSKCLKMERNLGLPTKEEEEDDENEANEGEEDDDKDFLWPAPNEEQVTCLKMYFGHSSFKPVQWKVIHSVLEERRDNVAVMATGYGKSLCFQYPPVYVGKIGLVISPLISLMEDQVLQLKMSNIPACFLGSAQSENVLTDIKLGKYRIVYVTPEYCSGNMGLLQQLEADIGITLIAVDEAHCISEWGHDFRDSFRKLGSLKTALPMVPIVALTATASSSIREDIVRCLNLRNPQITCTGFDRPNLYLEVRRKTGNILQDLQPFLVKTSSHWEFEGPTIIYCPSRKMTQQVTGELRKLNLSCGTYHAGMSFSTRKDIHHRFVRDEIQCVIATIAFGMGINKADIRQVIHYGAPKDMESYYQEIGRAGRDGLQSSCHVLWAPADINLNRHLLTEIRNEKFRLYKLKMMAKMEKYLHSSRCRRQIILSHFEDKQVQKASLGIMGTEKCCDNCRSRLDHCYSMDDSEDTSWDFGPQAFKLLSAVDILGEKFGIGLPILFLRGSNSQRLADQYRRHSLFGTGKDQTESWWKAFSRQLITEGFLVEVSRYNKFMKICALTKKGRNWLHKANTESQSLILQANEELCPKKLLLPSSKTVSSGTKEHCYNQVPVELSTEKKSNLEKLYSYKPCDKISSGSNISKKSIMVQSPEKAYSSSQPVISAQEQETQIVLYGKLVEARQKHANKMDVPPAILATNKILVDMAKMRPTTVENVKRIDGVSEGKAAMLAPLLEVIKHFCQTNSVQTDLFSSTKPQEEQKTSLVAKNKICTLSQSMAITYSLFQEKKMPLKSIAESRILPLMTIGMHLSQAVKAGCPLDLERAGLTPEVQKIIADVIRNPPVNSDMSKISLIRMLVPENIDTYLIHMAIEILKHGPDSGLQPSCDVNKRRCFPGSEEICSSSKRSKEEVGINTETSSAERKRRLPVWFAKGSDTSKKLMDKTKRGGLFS
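WRN at 20 nM final preincubated with compound 15 min at room temperature; reaction started with 100 nM fluorophore/quencher forked duplex oligonucleotide and 2 mM ATP final. Unwinding followed kinetically by red fluorescence (ex 525, em 598 nm).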
ATXN2 expr inh – ATXN2 expression inhibition | HEK-293 ATXN2-luciferase reporter, luminescence, 24 h | AID 1745845 | Potency, µM (top dose mostly 57 µM), for inactives: top-dose activity change, negative = inhibition, hits mostly inhibitors | actives 0.72% (n = 360,000); further: potency means the concentration at half of the fitted maximal effect; on the % scale 0 is the no-effect control and ±100 the full control effect; nearly all actives have a fitted effect of over 55% in size
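qHTS (up to 57 uM final) was run with 24 h compound exposure of reporter cells at 37 °C. Each well was multiplexed: SteadyGlo luminescence measured ATXN2-luciferase expression after a fluorogenic Gly-Phe-AFC viability readout (25 uM final).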
KB-3-1 tox – KB-3-1 parental cell cytotoxicity; KB-3-1 viability, CellTiter-Glo ATP luminescence, 72 h; Potency, µM (doses to about 46.1 µM), for the others: top-dose activity change, negative = cytotoxic, hits mostly cytotoxic; actives 1.4% (n = 400,000); further: potency means the concentration at half of the fitted maximal effect; on the % scale 0 is the no-effect control and ±100 the full control effect; nearly all actives have a fitted effect of over 60% in size
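KB-3-1 parental drug-naive adenocarcinoma cells in DMEM/10% FBS, incubated 72 h at 37 C with pin-transferred compounds across a concentration series. Viability by CellTiter-Glo luminescence; concentration-response curves fitted after normalization.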
The depositor's hits bear a star; u = inconclusive; x = no result given; & = joins results of further samples; [ ] = dose if it differs, or a comment. Unless noted, the call rests on the fitted dose curve; in most records, active means well fitted curve in the direction sought with a large enough effect; inconclusive means small, poorly fitted or top-dose-only effect, or another doubt; inactive means no such curve, though single readings can be large; an effect the other way counts as inactive or inconclusive.

SMILES	MCF10A rerep	IL-1B inflam inh	KB-V1 MDR tox	HT1080 IDH1KD tx	HT1080-NT tox	SW480 rerep	WRN helicase inh	ATXN2 expr inh	KB-3-1 tox
CC1CCN(S(=O)(=O)N2CCC(C(=O)NCc3cccs3)CC2)CC1	-3%	18	18µM*	8%	18%	-12%	-2%	-6%	-3%
O=C(CC1SC(N2CCCCC2)=NC1=O)Nc1ccc(C(=O)NCc2ccccc2)cc1 (stereo not drawn)	3%	5	24%	13%	0%	-9%	2%	0%	2%
CCOc1ccc(CCNC(=O)C2CCN(c3nn4c(=O)cc(C)nc4s3)CC2)cc1OCC	10%	0	7%	0%	-4%	1%	-5%	0%	-7%
CC1(C(=O)N2Cc3ccccc3C2)CCN1C(=O)C1(c2ccc(Cl)cc2)CC1 (stereo not drawn)	x	-17	-1%	-9%	-2%	x	9%	u	0%
COc1ccccc1Nc1ncc(C(=O)N2CCN(Cc3ccc(OC)c(OC)c3OC)CC2)c2ccccc12	u	-73*	-6%	-27%	u	u	-1%	-31%	u
Cc1ccc(/C=C2\SC(=S)N(CCC(=O)NCCCN3CCOCC3)C2=O)cc1	u	-25	15%	-13%	-15%	3%	5%	80%[activator]	-10%
COc1ccccc1CCN=C(N)NS(=O)(=O)c1cc(F)ccc1F	0%	1	u	0%	-9%	2%	3%	2%	-2%
COCCNc1nc(NCCN2CCNC2=O)c2sccc2n1	x	-71*	14%	23%	10%	x	-2%	1%	0%
CCC(=O)NCCc1nc2ccccc2n1Cc1ccccc1	3%	13	u	10%	7%	-27%	-4%	-6%	3%
Nc1ccc(/C=C/c2ccc3ncccc3c2)cc1	27%	u	0%&-34%	-8%	0%	1%	-5%	x	-5%&9%
COc1ccccc1/C=N/OCc1cc(C(C)=O)ccc1OC	-4%	-2	-30%	-13%	1%	5%	3%	-6%	5%
O=C(CCS(=O)(=O)c1ccc(Br)cc1)N1CCCCCC1	0%	7	-10%	6%	10%	1%	0%[11.6 µM]	x	1%
C#CCOc1ccc(/C=N/NC(=O)c2cccnc2)cc1OCC	-3%	0	u	9%	6%	1%	-8%	-16%[11.3 µM]	20%
CC[C@]12c3[nH]c4ccc(Cl)cc4c3CCN1C(=O)[C@@H](CC(=O)NCCC1=CCCCC1)C[C@@H]2C(=O)N1CCN(C(=O)C2CC2)CC1	-2%	-13	-13%	0%	-6%	17%	4%	8%	-8%
COc1ccc(C(=O)Nc2ccc(S(=O)(=O)NC(C)=O)cc2)cc1[N+](=O)[O-]	-5%	-13	-1%	2%	0%	-5%	-4%	-19%	-2%
O=C1CC(c2ccccc2)Cc2nc3ncnn3cc21 (stereo not drawn)	15%	-1	u	u	11µM*	-13%	-7%	-1%	u
O=C(NNc1cccc(Cl)n1)Nc1ccc(F)cc1	1%	-11	-15%	10%	17%	6%[1.84 µM]	-1%[57.1 µM]	0%	-4%
CCOc1ccc(C(=O)N2CCN(S(=O)(=O)c3ccc4c(c3)OCCO4)CC2)cc1OCC	-2%	-3	-14%	-1%	6%	5%	-21%	-5%	0%
CCOc1ccc(-n2c(SCC(N)=O)nnc2-c2cccnc2)cc1	-3%	-11	0%	2%	18%	-14%	9%	1%	4%
CC(=O)c1cccc(NC(=O)C2CCCN2S(=O)(=O)c2cccc3cccnc23)c1 (stereo not drawn)	0%	0	12%	0%	-9%	2%	-3%	-6%	-5%
CCn1c(=O)c(C(=O)CN2CCN(S(=O)(=O)c3ccc(C)cc3C)CC2)c(N)n(Cc2ccccc2)c1=O	11%	-3	0%	-5%	0%	u	-15%	-34%	0%
COc1ccccc1C1c2ccc3ccccc3c2Oc2ncn(CCCO)c(=N)c21 (stereo not drawn)	u	-97*	-28%	23µM*	21µM*	130%	4%	-30%	-18%
O=C(NCCCN1CCCC1=O)c1ccc(NS(=O)(=O)c2ccccc2)cc1	15%	-3	0%	5%	1%	-47%[inhibitor]	11%	6%	1%
CC(Sc1nnc(-c2ccccc2F)n1C1CC1)C(=O)N1CCCC1 (stereo not drawn)	0%	-3	-4%	-2%	5%	-11%	-3%	0%	-13%
NC(=S)Nc1cccc2[nH]ncc12	-4%	25	u	-3%	-2%	15%	5%	3%[11.3 µM]	-2%
O=[N+]([O-])CC1(n2nc3ccccc3n2)CCCCC1	u	13	-1%	21%	25%	-8%	2%	0%	10%
O=C(CO/N=C/c1ccc(OC(F)F)cc1)NCc1ccco1	0%	12	12%	-2%	-4%	-13%	3%	-9%[11.3 µM]	5%
CCOC(=O)c1ccc(NC(=O)c2n[nH]c(=O)c3ccccc23)cc1	0%	60	-18%	16%	12%	-4%	-27%[57.1 µM]	6%[11.3 µM]	18%
CCCCNC(=O)c1onc(CSc2ccc(OC)cc2)c1C(=O)O	-14%	0	6%	-1%	-10%	-5%[9.22 µM]	5%	25%	-8%
Cn1cc(C(=O)c2cccc(Cl)c2)cc1C#N	22%	-4	-13%	9%	-3%	1%	-29%	2%	-5%
O=C1NC(O)CCN1C1CC(O)C(CO)O1 (stereo not drawn)	x	0	3%	7%	u	x	-1%	10%	0%
O=C(COC(=O)[C@H](Cc1ccccc1)NS(=O)(=O)c1ccccc1F)NC1CCCCC1	0%	42	-3%	6%	6%	-1%	16%	-4%	3%
CC(=O)Oc1ccc(/C=C2/C(=O)N(c3ccccc3)N=C2C)cc1	-6%	7	u	-1%	4%	-10%	-9%	1%	2%
COc1cc(NC(=O)CSc2nccc(C)n2)c(C(=O)O)cc1OC	-3%	33	8%	0%	2%	1%	1%	-12%	6%
CCOC(=O)COc1c(C(=O)OC)sc2ncccc12	5%	-7	0%	10%	14%	-4%	-3%	-18%	-6%
C#CCNC(=O)c1cccn1-c1ncc(C(F)(F)F)cc1Cl	15%	-9	7%	0%	1%	-1%	1%	-3%	7%
CS(=O)(=O)c1ccc(Nc2nc(C(N)Cc3ccccc3)cs2)cc1 (stereo not drawn)	x	0	-12%	-13%	-17%	x	6%[57.1 µM]	-9%	-19%
C[C@H](CO)N1C[C@H](C)[C@@H](CN(C)C(=O)Nc2cccc(Oc3ccccn3)c2)OCc2cnnn2CCCC1=O	x	1	11%	-3%	-2%	x	4%	-8%	-9%
O=C(CN1C(=O)COc2ccccc21)Nc1ccc2c(c1)OCCO2	u	17	u	-15%	-5%	0%	2%	-4%	-2%
Cc1cc(=O)cc(C)n1-c1ccc(Cl)cc1	1%	3	1%	9%	7%	0%	10%	-16%	8%
CC1=CC(=C(C#N)C#N)c2ccccc2N1C	30%	-7	7%	-10%	-12%	-14%	-7%	0%	5%
CCc1ccc2c(CC(=O)NNC(=O)c3ccncc3)coc2c1	22%	-14	u	0%	-7%	5%	3%	3%	-3%
C#CCOCCOCCOCCNc1nc(N2CCN(C(=O)[C@H]([C@@H](C)CC)n3cc(CCCN=C(N)N)nn3)CC2)nc(N2CCN(C(=O)[C@H](CCCCN)n3cc(CC(C)O)nn3)CC2)n1 (stereo partly drawn)	-24%	9	-14%	8%	11%	-23%	-2%	1%	0%
CCOC(=O)N1CCN(C(=O)C(=O)NN)CC1	-2%	-2	-2%	-4%	2%	-4%	-6%	-8%	0%
O=S(=O)(c1ccc(Cl)cc1)N1CN(CC2CCCO2)c2nc3ccccc3nc21 (stereo not drawn)	4%	-19	-22%	-4%	-9%	-15%	-4%	-4%	1%
Nn1c(Cc2cccc3ccccc23)nnc1SCC(=O)NCC1CCCO1 (stereo not drawn)	-2%	2	11%	-3%	-4%	-8%	9%	-6%	0%
Cc1nnc2ccc(-c3cccc(NS(=O)(=O)c4cc(F)ccc4F)c3)nn12	u	4	0%	0%	-1%	-5%	u	19%	u
COc1ccc(OCC(=O)OCC(=O)NC2CC2)cc1	-5%	0	u	7%	17%	3%	4%	-5%	8%
CCC(=O)Nc1nnc(S(=O)(=O)N(CC)c2cc(C)cc(C)c2)s1	11%	-4	-15%	-10%	-8%	10%	14%	7%	-3%
O=C(Cc1ccccc1)Nc1ncnc2c1C(c1ccccc1)c1c(ccc3ccccc13)O2 (stereo not drawn)	u	x	18µM*	x	x	u	x	-31%	u
O=C(NCC(=O)N1CCN(c2ncccn2)CC1)c1ccccc1OC(F)F	2%	20	3%	14%	-3%	-6%	0%	6%	0%
CCC(=O)N1CCc2cc(S(=O)(=O)NCCC(=O)Nc3ccccc3C)ccc21	15%	-4	u	4%	15%	-1%	-4%	7%	-1%
CC1CN(c2c3c(nc4ncnn24)CCCC3)CC(C)O1 (stereo not drawn)	u	-5	0%	-3%	-2%	-1%	-4%	-3%	0%
Cc1noc(-c2ccc(C(F)(F)F)cc2)c1NC(=O)Nc1ccc(Cl)cc1	u	-53*	u	u	u	u	-6%	x	u
CCOC(=O)c1[nH]cnc1C(=O)Nc1ccc([N+](=O)[O-])cc1	u	9	11%	2%	1%	5%	3%	1%	0%
CCCCc1ccc(NC(=S)N2CCN(c3ncccn3)CC2)cc1	-6%	34	9%	-21%	-16%	1%	-4%	-17%[11.3 µM]	6%
CN(C)c1nc(N)c([N+](=O)[O-])c(NCCO)n1	0%	15	0%	9%	10%	-4%	-15%	5%	7%
